Screens from PubChem.
Lung fibro prol: blocks proliferation of human lung fibroblasts; 1.1% of 85,000 active; viability, % at 10 µM; AID 719; LL 47 human lung fibroblast viability, ATP luminescence; active compounds read low;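 active = viability at or below 50% in the single dose screen; inactive = viability above 50%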;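 also: compound exposure lasted 72 h before the ATP readout; 100% = median luminescence of untreated cell-only wells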
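Times – overnight cell rest, 72 h compound treatment at 37 °C · Test system – human lung fibroblast line LL 47, low passage · Amount – 1,150 cells in each well · Controls – cell-only wells, no compound · Doses – 0.1% DMSO in all compound wells · Measured by – CellTiter-Glo luminescence · Buffer or medium – IMEM plus 15% FBS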
H69AR inhibit: growth inhibitors of human H69AR lung tumor cells. H69AR lung tumor viability, ATP luminescence, 72 h; active compounds read low. viability, % at 10 µM. 6% of 85,000 active. AID 598;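 active = viability at or below 40%; inactive = viability above 40%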;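 also: multidrug resistant small cell line overexpressing MRP-1 efflux transporter; 100% = mean luminescence of untreated control wells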
PostGolgi yeast: growth inhibition of a yeast mutant, post-Golgi transport screen; post-Golgi transport phenotypic cell assay; inhibition, % at 10 µM; 0.9% of 98,000 active; AID 739;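 also: yeast cells grown in 1536-well plates; yeast grown about 18 h at 30C before absorbance read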
E coli WT exp: E. coli BW25113 growth inhibition, expanded screen; growth inhibition, % at 100 µM; 0.15% of 98,000 active; OD600 absorbance;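 active = growth inhibition above about 50% at one test dose, limit read from the data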;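 also: growth measured after 20 h incubation at 37 °C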
hDAT+cocaine: human DAT dopamine uptake with cocaine, either direction. LLC-PK1 hDAT cells, [14C]-dopamine uptake with cocaine IC80; actives deviate in either direction. 1.3% of 110,000 active. Q01959. B-score at 10 µM;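 active = Z score or B-score, a plate-position-corrected score, falls beyond the plate's 99.7% confidence bounds, in either direction; inactive = both scores lie inside the 99.7% bounds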;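 also: scored against the spread of the other compound wells on the same plate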
Target sequence (Q01959 whole entry, looked up): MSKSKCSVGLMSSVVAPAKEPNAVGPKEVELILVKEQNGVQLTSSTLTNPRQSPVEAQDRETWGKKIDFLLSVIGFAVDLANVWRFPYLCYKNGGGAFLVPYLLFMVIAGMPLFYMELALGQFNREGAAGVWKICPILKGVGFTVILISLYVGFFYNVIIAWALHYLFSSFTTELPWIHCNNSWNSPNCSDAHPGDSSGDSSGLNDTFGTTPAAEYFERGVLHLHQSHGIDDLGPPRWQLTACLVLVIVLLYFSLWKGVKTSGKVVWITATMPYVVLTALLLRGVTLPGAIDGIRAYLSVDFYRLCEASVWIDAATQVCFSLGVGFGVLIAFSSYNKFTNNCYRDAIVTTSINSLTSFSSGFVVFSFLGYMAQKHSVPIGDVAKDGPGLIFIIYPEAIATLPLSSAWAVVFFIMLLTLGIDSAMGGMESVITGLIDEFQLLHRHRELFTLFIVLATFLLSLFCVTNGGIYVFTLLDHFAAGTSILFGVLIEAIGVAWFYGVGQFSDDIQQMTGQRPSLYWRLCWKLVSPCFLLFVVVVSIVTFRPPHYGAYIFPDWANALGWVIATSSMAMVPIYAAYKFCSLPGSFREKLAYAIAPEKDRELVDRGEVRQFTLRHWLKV
S1P2 antag: S1P2 (human) receptor antagonism; 0.21% of 97,000 active; cell-based S1P2 antagonist assay, inhibition at 5 uM; inhibition, % at 5 µM; AID 736; in the data active = inhibition above about 45%;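 also: CRE beta-lactamase reporter cells expressing human S1P2 stimulated with S1P; 0% = agonist at EC80 alone and 100% = agonist plus reference antagonist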
Target sequence (O95136 whole entry, looked up): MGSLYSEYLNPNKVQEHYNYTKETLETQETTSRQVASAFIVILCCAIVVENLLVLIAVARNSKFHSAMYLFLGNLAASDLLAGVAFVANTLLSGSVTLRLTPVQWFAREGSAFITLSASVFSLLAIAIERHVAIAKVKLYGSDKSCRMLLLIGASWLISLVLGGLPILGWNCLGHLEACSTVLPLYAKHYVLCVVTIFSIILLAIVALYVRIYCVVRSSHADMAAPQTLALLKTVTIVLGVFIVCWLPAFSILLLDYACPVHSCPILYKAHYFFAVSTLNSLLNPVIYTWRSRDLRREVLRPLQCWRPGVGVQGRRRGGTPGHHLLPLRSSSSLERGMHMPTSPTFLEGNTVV
PostGolgi ctrl: inhibits growth of the yeast control strain. inhibition, % at 10 µM. 5% of 98,000 active. efflux-deficient yeast background strain, growth absorbance A615, 16 h. AID 738
S1P2 agonist: activates the human S1P2 receptor; S1P2-expressing cell line, agonist reporter read-out; activation, % at 4.5 µM; 0.46% of 97,000 active; AID 729; in the data active = activation above about 16%;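 also: 0% = vehicle low control and 100% = maximal reference agonist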
HUVEC prolif 384: human endothelial cell proliferation inhibition; 1.1% of 86,000 active; viability, % at 10 µM (by protocol); HUVEC proliferation, CellTiter-Glo luminescence, 72 h; active compounds read low;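 active = viability at or below 30%; inactive = viability above 30%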;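 also: 100% = median luminescence of DMSO-only cell control wells on each plate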
* marks the source's active call; other numbers are inactive results; · = not tested or not shown. Rule as the data show it, unless noted: active = inhibition above about 30%; inactive = the rest. Random draw from the library; any-hit rate near 11%.

Molecule	H69AR inhibit	E coli WT exp	HUVEC prolif 384	PostGolgi yeast	Lung fibro prol	hDAT+cocaine	PostGolgi ctrl	S1P2 agonist	S1P2 antag
O=C(NCC(c1cccnc1)N1CCN(c2ccccc2F)CC1)OCc1ccccc1 (configuration not stated)	87	1	98	13	100	2.7	22	-1	-4
CN(C)c1ccc(NC(=O)CN2CCC(C(=O)c3ccc(F)cc3)CC2)cc1	99	11	93	-6	97	0.29	2	-1	-4
Cc1ccc(S(=O)(=O)N2CCN(C(=O)CN3CCc4ccccc4C3)CC2)cc1	77	1	108	2	92	0.062	14	-4	16
O=C(CSc1nc2ccccc2c(=O)n1NC(=O)Cc1ccccc1)NCCc1ccccc1	57	-6	101	2	96	0.57	7	-6	5
Cc1cc(C)nc(SCc2nnc(SCC(N)=O)n2Cc2ccco2)n1	91	-5	92	1	102	-0.15	1	-7	28
O=C(COC(=O)/C=C/c1cnc2ccccc2n1)NCC(F)(F)F	·	1	·	-1	·	0.031	-3	-5	11
CCc1cccc(CC)c1NC(=O)c1cccc(NC(=O)c2ccccc2)c1	98	-14	105	-4	107	-0.77	9	-5	-4
O=C(CSc1nnc(Cc2cc(=O)[nH]c(=O)[nH]2)n1-c1ccccc1)N1CCCC1	65	3	79	0	106	-0.17	9	-10	10

Rewritten field by field: entries from further up.
smiles: O=C(NCC(c1cccnc1)N1CCN(c2ccccc2F)CC1)OCc1ccccc1 (configuration not stated)
  H69AR inhibit: 87
  E coli WT exp: 1
  HUVEC prolif 384: 98
  PostGolgi yeast: 13
  Lung fibro prol: 100
  hDAT+cocaine: 2.7
  PostGolgi ctrl: 22
  S1P2 agonist: -1
  S1P2 antag: -4

smiles: Cc1ccc(S(=O)(=O)N2CCN(C(=O)CN3CCc4ccccc4C3)CC2)cc1
  H69AR inhibit: 77
  E coli WT exp: 1
  HUVEC prolif 384: 108
  PostGolgi yeast: 2
  Lung fibro prol: 92
  hDAT+cocaine: 0.062
  PostGolgi ctrl: 14
  S1P2 agonist: -4
  S1P2 antag: 16

(further entries)
Molecule	H69AR inhibit	E coli WT exp	HUVEC prolif 384	PostGolgi yeast	Lung fibro prol	hDAT+cocaine	PostGolgi ctrl	S1P2 agonist	S1P2 antag
O=C(c1ccco1)N1CCN(S(=O)(=O)c2ccc3c(c2)CCN3C(=O)C2CC2)CC1	88	3	109	18	92	-1.5	-1	-2	1
COc1cc(C(=O)OCC(=O)c2c[nH]c3ccccc23)ccc1OCC(=O)N1CCOCC1	78	4	97	-9	90	0.12	5	0	16
COc1ccc(S(=O)(=O)CCC(=O)O)cc1	102	-3	105	1	103	0.001	34*	-3	16
COc1ccc(Cn2nnnc2C(c2cccs2)N2CCCCCC2)cc1 (configuration not stated)	50	-3	107	3	88	-1.6	18	-7	0
COc1ccc(NC(=O)C2C3C=CC(C3)C2C(=O)NCc2ccco2)cc1 (configuration not stated)	73	7	95	-6	104	0.01	3	-2	8
CCN(CC(=O)NCc1ccc(F)cc1)Cc1nc2cc(Cl)ccc2c(=O)[nH]1	73	3	89	-12	100	-0.038	12	0	3
Cn1c(CSc2ncccn2)nnc1SCC(=O)N1CCCCC1	91	3	103	3	104	0.61	16	·	·
COc1cc2c(cc1OC)C1=NC(=O)CN1C(SCc1ccccc1C)=N2	·	5	·	4	·	0.96	8	-3	9
NS(=O)(=O)c1ccc(CNC(=O)NC2(c3ccccc3)CC2)cc1	86	7	89	-2	89	0.0047	-4	-4	2
Cc1ccc(N(CC(O)CN2CCOCC2)S(=O)(=O)c2ccc3ccccc3c2)cc1 (configuration not stated)	90	5	86	-2	90	-0.83	19	-8	-3
O=C1C(=O)c2ccc(-c3ccccc3)cc2-c2ccccc21	1.5*	·	2.2*	·	2.7*	0.022	·	-4	2
CCCOC(=O)c1ccc(Oc2c(-c3ccc(OCC)cc3O)n[nH]c2C)cc1	2.2*	13	4.5*	-6	54	0.66	11	0	-11
CN(C)c1ccc(N=c2sc3ccccc3n2C)cc1	·	4	·	11	·	-0.033	11	0	3
O=C1C(Cl)=C(N2CCOCC2)C(=O)N1CCc1ccccc1	81	-1	82	5	91	0.98	12	-2	17
CC(C)c1nc2n[nH]c(N)c2c2c1CCC2	97	6	94	0	92	0.48	8	-8	-3
Cc1ccccc1N1CCN(c2ncnc3c2cnn3Cc2ccc(Cl)cc2)CC1	80	-15	69	-3	85	0.2	-2	-4	-1
CSCc1cc(N2CCOCC2)nc(SCc2ccc(Cl)c(Cl)c2)n1	·	-30	·	7	·	0.38	16	-5	-7
CCOC(=O)c1[nH]c2ccc(F)cc2c1NC(=O)C1=COCCO1	100	1	91	-3	96	0.42	8	-1	8
O=C(COc1ccc(S(=O)(=O)NC2CCCCC2)cc1Cl)Nc1ccc2c(c1)OCO2	93	0	69	-2	90	0.1	43*	-8	-12
Cc1cc(=O)oc2cc(OC(C)C(=O)O)c(Cl)cc12 (configuration not stated)	·	1	·	-9	·	1.5	-2	-3	5
Cc1c(-c2ccco2)[n+](=O)c2c(n1[O-])CCC2	102	-1	102	8	109	-0.44	-4	-6	16
Cc1ccsc1/C=N/n1c(-c2ccco2)n[nH]c1=S	·	-10	·	13	·	0.33	24	-1	-7
O=C(Cc1c(O)c2ccccc2[nH]c1=O)NCc1ccccc1	101	8	91	-6	100	-0.2	-8	-10	2
COc1cccc(-c2cc(C(=O)Nc3cccnc3)no2)c1	96	-3	57	6	85	0.64	14	-6	0
CC(C)COC(=O)C1C2C=CC3(CN(C(C)c4ccc(Br)cc4)C(=O)C13)O2 (configuration not stated)	110	3	99	-3	89	-0.086	12	·	·
O=C(CSc1nccn1-c1ncc(C(F)(F)F)cc1Cl)c1ccc(Br)cc1	·	-1	·	-7	·	-0.74	13	-2	19
O=C(Cn1c(SCc2ccccc2)nc2ccccc21)N1CCOCC1	79	3	93	-3	101	1.5	1	-8	-8
CN(C)C(/C=C/Nc1ccc(C#N)cc1)=C(C#N)C#N	·	-1	·	1	·	0.31	1	-5	7
c1ccc(-c2ccc(Oc3cc(N4CCOCC4)nc(-c4ccccc4)n3)cc2)cc1	·	-13	·	-1	·	0.56	2	2	0
O=C(NCCN1CCN(c2ccccc2)CC1)c1cccn2c(=O)c3cc(Cl)ccc3nc12	82	3	39	7	95	-0.51	68*	·	·
COc1ccccc1NS(=O)(=O)c1cc([N+](=O)[O-])ccc1N/N=C/c1c(C)[nH]c2ccccc12	·	-6	·	-7	·	-0.072	24	-15	69*
COC(=O)c1cc2ccsc2n1CC(=O)N(C)C1CCCCC1	76	0	101	-4	96	·	8	0	-14
CCOC(=O)C1C(=O)CC(C)(O)C(C(=O)OCC)C1c1cccs1 (configuration not stated)	83	2	106	-1	96	-0.75	20	-2	12
CC(=O)Nc1ccc(SCC(=O)c2cc(C)n(Cc3cccs3)c2C)cc1	·	-5	·	-5	·	0.024	-3	-4	1
COc1ccc2[nH]c(=O)c(C(c3nnnn3C(C)(C)C)N(Cc3ccco3)CC3CCCO3)cc2c1 (configuration not stated)	84	-10	92	-8	91	-0.13	5	-7	3
O=C(NCc1ccco1)c1cccc(-c2nnc(-c3ccccc3)o2)c1	71	-2	66	-9	105	1.6	8	-7	16
COc1ccc(NC(=O)CC2COc3ccccc3O2)c(OC)c1 (configuration not stated)	105	7	103	-5	108	-0.026	7	-3	-19
COc1cc(CNCCO)ccc1OC1CCCC1	91	1	96	-2	93	-1	0	-1	-10
COC(=O)C(NNc1ccccc1)(NC(=O)c1ccccc1F)C(F)(F)F (configuration not stated)	·	3	·	8	·	-1.1	10	-6	-14
CN(C)c1ccc(C(=O)OCc2ccc(Br)cc2)cc1	105	29	108	-5	97	0.28	7	-4	6

2 neighbouring compounds already listed:
Molecule	H69AR inhibit	E coli WT exp	HUVEC prolif 384	PostGolgi yeast	Lung fibro prol	hDAT+cocaine	PostGolgi ctrl	S1P2 agonist	S1P2 antag
COC(=O)C(NNc1ccccc1)(NC(=O)c1ccccc1F)C(F)(F)F (configuration not stated)	·	3	·	8	·	-1.1	10	-6	-14
CN(C)c1ccc(C(=O)OCc2ccc(Br)cc2)cc1	105	29	108	-5	97	0.28	7	-4	6

Following part:
Molecule	H69AR inhibit	E coli WT exp	HUVEC prolif 384	PostGolgi yeast	Lung fibro prol	hDAT+cocaine	PostGolgi ctrl	S1P2 agonist	S1P2 antag
COC(=O)c1ccccc1NC(=O)NCc1ccccn1	110	2	86	4	95	-0.45	8	-7	1
COc1ccccc1CNC(=O)CCS(=O)(=O)c1cccc2nonc12	94	-3	104	-7	105	-0.005	9	0	2
O=S(CC(O)COCc1ccc(Cl)cc1)c1ccccn1 (configuration not stated)	92	2	92	-4	107	0.052	-1	-1	8
CCOC(=O)c1cccc(NC(=O)CCS(=O)(=O)c2cccc3nsnc23)c1	82	6	89	0	101	·	5	·	·
CC(C)(C)NC(=O)c1ccc(NC(=O)C2COc3ccccc3O2)cc1 (configuration not stated)	56	-1	90	0	100	1.9	0	·	·
CCOC(=O)N1CCN(C(=O)CSc2nc3c(c(=O)n2-c2ccccc2OC)SCC3)CC1	89	-4	97	2	102	-0.14	4	-7	36
CCCn1c(=O)c(F)cn(Cc2ccc(OC)c([N+](=O)[O-])c2)c1=O	·	-2	·	-5	·	-1	-8	-4	15
Cc1c(NC(=O)CC2CC(C)OC2=O)c(=O)n(-c2ccccc2)n1C (configuration not stated)	100	·	100	·	101	0.14	·	-3	8
Cc1ccc(NC(=O)C(=O)c2c(-c3ccccc3)cc3ccccn23)cc1S(=O)(=O)N1CCOCC1	101	-18	85	-9	97	1.2	21	-4	6
CN(C(=O)COC(=O)c1nc(-c2ccccc2)n(-c2ccccc2)n1)C1CCS(=O)(=O)C1 (configuration not stated)	95	2	91	-4	98	0.44	14	-4	-3
C=CCn1c(COc2ccc(Cl)cc2)nnc1SCC(=O)NCC(=O)OCC	99	3	99	7	96	0.2	-2	-3	9
O=C(Nc1ccccc1)c1nn(-c2ccccc2)c(=O)cc1C(F)(F)F	·	-15	·	5	·	-0.43	-10	-2	6
O=C(NCc1ccccc1)c1cc(=O)[nH]c2ccccc12	101	-5	100	-1	102	1.1	8	-5	-8
O=C1/C(=C/c2cccs2)N=C(c2cccs2)N1Nc1ccccc1	92	-14	96	-1	101	1.3	22	-2	-10
CCOC(=O)c1cnn(-c2nc(CC)nc3sc4c(c23)CCC4)c1N	99	-5	97	0	101	0.039	5	-6	23
Cc1ccc(S(=O)(=O)N(C)CC(=O)N2CCc3ccccc32)cc1	105	-10	94	-3	100	-0.00034	3	-4	-1
